Screening results (PubChem)
M. tuberculosis: growth inhibition of non-replicating M. tuberculosis (AID 488890) | inhibition, % at 25 µM; hits with a dose series show IC50 in µM | 320,000 compounds, 0.39% hits | Mycobacterium tuberculosis non-replicating, growth inhibition; higher % means a stronger effect; in the data active means a potency from the dose series; inconclusive means inhibition mostly from about 82% at the one dose, without a potency; inactive means the rest, 99 in 100 with inhibition below about 76%;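 further: plate controls were DMSO cells for no effect and high antibiotic wells for full effect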
H37Rv inhibition: M. tuberculosis growth inhibition, HTS (AID 449762). M. tuberculosis H37Rv growth inhibition, 7H9 media; higher % means a stronger effect. 330,000 compounds, 0.59% hits. inhibition, % at 25 µM, or IC50 in µM where a hit was titrated; in the data active means a potency from the dose series; inconclusive means inhibition above about 70% without an active follow-up result;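 further: bacterial growth assessed after seven days of incubation; strong numbers were not always called active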
inhibitors of VEEV: inhibitors of VEEV TC-83 cytopathic effect, confirmation, Vero cells (AID 588727); Vero cells, VEEV TC-83 cytopathic effect inhibition; higher % means a stronger effect; one-dose inhibition, % at 20 µM; IC50 in µM for titrated hits; 350,000 compounds, 0.13% hits; in the data active means a potency from the dose series; inconclusive means inhibition mostly from about 14% at the one dose, without a potency; inactive means the rest, 99 in 100 with inhibition below about 12%; further: strong numbers were not always called active
H1N1 NS1A inhibition: NS1A inhibition, H1N1 influenza, cell based functional assay (AID 504329); NS1A functional cell-based assay, percent inhibition; higher % means a stronger effect; inhibition, % at 12.5 µM; hits with a dose series show IC50 in µM; 340,000 compounds, 0.3% hits; in the data active means a potency from the dose series; inconclusive means inhibition above about 27% without an active follow-up result; further: strong numbers were not always called active
Salmonella PhoP GFP: PhoP regulon inhibitors, Salmonella typhi PhoP promoter GFP reporter, confirmatory (AID 1850). Salmonella Typhi PhoP-promoter GFP reporter, fluorescence, 4 h; higher % means a stronger effect. 310,000 compounds, 0.33% hits. one-dose inhibition, % at 50 µM; IC50 in µM for titrated hits; in the data active means a potency from the dose series; inconclusive means inhibition mostly from about 25% at the one dose, without a potency; inactive means the rest, 99 in 100 with inhibition below about 19%;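 further: 0% = induced wells with vehicle and 100% = uninduced wells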
inhibitors of VEEV 10K pilot screen: second read-out of inhibitors of VEEV, no call of its own (marks repeat the call); inhibition, %; measured here: 10K pilot screen inhibition
Starred values were filed as active, the others as inactive; i = inactive; ? = inconclusive; · = no result given; & = joins results of further samples.

SMILES	M. tuberculosis	H37Rv inhibition	inhibitors of VEEV	H1N1 NS1A inhibition	Salmonella PhoP GFP	others
CN(C)c1cc[n+](CC(=O)Nc2c(Cl)cc(Cl)cc2Cl)cc1	-9%	-13%	i	4%	4%
Oc1ccccc1O	15%	17%	i	1%	-18%
Cn1cccc1C(=O)OCC(=O)NC(=O)c1ccc(Cl)cc1	9%	-5%	2.8%	-5%	·
Cc1ccc(NC(=S)NCCc2c[nH]c3ccccc23)cc1	77%	17%	6.3%	13%	1%
Nc1ccccc1SCc1c(Cl)cccc1Cl	1%	0%	1.1%	15%	1%
O=S(=O)(NC(=NCCc1ccc(Cl)cc1)c1ccccc1Cl)c1cccs1	16%	4%	0.1%	9%	3%
CC1=NC(Nc2nc(C)c3ccccc3n2)=NC(C)(C)C1	30%	-4%	i	4%	6%	inhibitors of VEEV 10K pilot screen=2.6
N#C/C(=C/c1ccc(-c2ccc(S(N)(=O)=O)cc2)o1)c1nc2ccccc2s1	10%	-11%	?	-4%	-18%
COc1ccc(-c2cn(-c3ccccc3)c3[n+]2CCS3)cc1	17%&11%	6%&-2%	0.0%	-7%&8%	8%&11%
Cc1ccc(-n2c(C)cc(/C=N/NC(=O)c3ccc(CN4CCOCC4)cc3)c2C)cc1	-3%	-1%	i	10%	12%	inhibitors of VEEV 10K pilot screen=3.6
COCCOC(=O)c1nccnc1C(=O)Nc1ccc(S(=O)(=O)N2CCOCC2)cc1	-6%	-6%	1.2%	·	5%
O=C(CN1C(=O)c2ccccc2C1=O)N1CCN(c2ccccc2)CC1	-6%	-5%	0.0%	-11%	-4%
C(=N\n1cnnc1)/c1ccc(N2CCOCC2)s1	1%	-2%	3.4%	-6%	7%
CCOC(=O)CSc1ccccn1	11%	8%	0.8%	-11%	-3%
CCC(C)c1ccccc1NC(=O)Cc1coc2cc3c(cc12)CCC3 (stereo unspecified)	14%	61%	i	-2%	-3%
COc1ccc(C(=O)NNC(=O)c2ccc(F)c(S(=O)(=O)N3CCOCC3)c2)cc1	0%	1%	4.6%	3%	·
Cc1ccc(S(=O)(=O)c2nnn3c2nc(N2CCOCC2)c2ccccc23)cc1C	10%	5%	6.9%	10%	-1%
CCOC(=O)C1CCN(S(=O)(=O)c2ccc(Cl)cc2)CC1	17%	8%	i	4%	2%
Cn1c2[n+](c3ccc(Cl)cc3c1=O)Cc1ccccc1-2	4%	0%	0.2%	-22%	-9%
CN(CC(=O)O)S(=O)(=O)c1ccc(F)cc1	5%	-1%	1.5%	6%	-9%
O=C(CSc1nnnn1-c1ccc2c(c1)OCCO2)N1CCN(C(=O)c2ccco2)CC1	-4%	-1%	2.1%	-1%	1%
Cc1ccc(C2C(=O)N(C3CCC(C)CC3)CC(=O)N2C2CC2)cc1 (stereo unspecified)	-7%	4%	1.7%	-1%	5%
Cc1nc2ccc(NC3=NCCCCC3)cc2s1	-10%	-8%	2.0%	-4%	-7%
CC1(C)Oc2ccc(C(=O)N3CCc4ccccc43)cc2N(CC(=O)N2CCCC2)C1=O	5%	-5%	i	-2%	6%
CCN(CC)S(=O)(=O)c1cccc(-c2nnc(SC(C)C#N)n2Cc2ccccc2)c1 (stereo unspecified)	-4%	-3%	i	-2%	1%
COc1ccc(CCC(=O)Nc2nc3ccccc3[nH]2)cc1	6%	-10%	i	-30%	9%
COc1cc(C(=O)Nc2cnc(NC(=O)C(C)C)cc2C)cc(OC)c1OC	-8%	0%	1.1%	5%	-1%
CS(=O)(=O)c1ccccc1-c1nnc(NC(=O)c2ccc3ncsc3c2)o1	·	33%	4.3%	-6%	8%
CC(C)[C@H](N)C(=O)N1CCC(C(=O)N[C@@H](Cc2ccccc2)C(=O)NCc2ccc(F)cc2)CC1	19%	-2%	1.4%	-5%	4%
O=C(CSc1n[nH]c(-c2ccccc2Br)n1)NC(=O)NCc1ccco1	20%	2%	5.2%	0%	-8%
COc1cc(/C=C2/C(=O)N(C)C(=S)N2C)ccc1OCc1cccc(F)c1	19%	0%	0.3%	-5%	-1%
Cn1c2ccccc2c2nnc(SCC(=O)Nc3ccccc3F)nc21	-6%	3%	i	17%	-2%
Cc1nnc(SCC(=O)NCc2ccc3c(c2)OCO3)s1	7%	-4%	2.9%	14%	-1%
Cc1cc(Cl)c2oc(C(=O)N(C)C(C)c3ccccn3)c(C)c2c1 (stereo unspecified)	14%	-10%	6.5%	-9%	-9%
COc1ccc(C(C)NC(=O)Cc2ccc(Br)cc2)cc1 (stereo unspecified)	1%	8%	0.1%	-6%	4%
Cc1ccc(OCC(=O)NC(=S)Nc2ccc(Br)cn2)cc1	68%	41%	2.7%	-20%	-3%
O=C1/C(=C\c2cccnc2)Sc2ccccc21	55%	-1%	i	2%	-5%
CN(CCCN1CCCCC1)C(=O)CCc1nnc(C2CCCCC2)o1	-7%	-4%	1.6%	-1%	3%
COc1ccc(C(=O)Nn2c(C)nc3ccccc3c2=O)cc1Br	-10%	-13%	9.0%	0%	-10%
CCn1cc(C(=O)O)c(=O)c2cc(F)c(N3CCN(C(=S)NC(=O)c4cc(OC)cc(OC)c4)CC3)cc21	75%	12%	3.2%	3%	46µM*
O=C(CN(Cc1ccccc1F)C(=O)c1csnn1)NCc1ccc2c(c1)OCO2	-2%	-9%	i	1%	1%
COc1ccc(Cn2c(CCC(=O)Nc3ccccc3)nc3cccnc32)cc1	-1%	12%	1.3%	-11%	-12%
CC(=O)c1sc(NC(=O)C2CC(=O)N(Cc3ccccc3)C2)nc1-c1ccccc1 (stereo unspecified)	16%	5%	8.8%	4%	-5%
CCOC(=O)CCC(=O)NCc1ccc2[nH]c(C)cc2c1	6%	8%	0.5%	3%	13%
CC(NC(=O)COC(=O)C1CC2CCCC(C1)C2=O)c1ccccc1 (stereo unspecified)	-4%	2%	1.4%	-7%	·
O=C1C2CCCN2C(c2cccs2)N1c1ccc(F)cc1 (stereo unspecified)	-9%	-4%	i	-1%	-7%
O=c1oc(-c2cc3ccccc3o2)nc2sc3c(c12)CCCC3	57%	50%	i	-4%	1%
CCc1cccc(NC(=O)C2CCCN(S(=O)(=O)c3ccc4[nH]c(=O)ccc4c3)C2)c1 (stereo unspecified)	7%	-3%	1.6%	-2%	1%
CCOC(=O)C(C)Sc1nc(N)c(NC(=O)c2ccc(OC)c(OC)c2)c(=O)[nH]1 (stereo unspecified)	-12%	0%	0.2%	28%	2%	inhibitors of VEEV 10K pilot screen=0.3
Cc1cccc(NC(=S)NCc2ccc3c(c2)OCO3)c1C	52%	11%	1.5%	-7%	-9%
New compounds follow:
SMILES	M. tuberculosis	H37Rv inhibition	inhibitors of VEEV	H1N1 NS1A inhibition	Salmonella PhoP GFP	others
COc1ccc(C)cc1NC(=O)C1CC(=O)N(Cc2ccco2)C1 (stereo unspecified)	0%	-7%	2.1%	19%	-4%
CCS(=O)(=O)CCSc1nc2ccccc2o1	·	-6%	0.6%	-5%	20%
O=C1NC2(CCCCCC2)N=C1c1ccc(F)cc1	4%	10%	1.8%	1%	-11%
O=C(Oc1ccc2ccccc2c1)c1ccco1	71%	?	0.8%	4%	6%
O=C(Nc1nc(-c2ccncc2)cs1)c1ccco1	-10%	1%	4.3%	22%	10%	inhibitors of VEEV 10K pilot screen=6.4
Cc1cc(C(=O)COc2cccnc2[N+](=O)[O-])c(C)n1Cc1cccs1	25%	-6%	1.3%	-1%	1%
CC(=O)N1N=C(c2ccco2)CC1c1ccco1 (stereo unspecified)	-4%	-5%	i	-17%	1%
CC(=O)c1cc2c(cc1N(C(=O)c1ccco1)C(C(=O)NC1CCCC1)c1ccccc1F)OCO2 (stereo unspecified)	-2%	-3%	0.7%	5%	12%
Cc1c(C(=O)N2CCc3ccccc3C2)oc2ccccc12	38%	-8%	5.0%	-14%	-1%
CN(CC1CCCN(CCc2ccc(Cl)cc2)C1)C(=O)c1ccco1 (stereo unspecified)	26%	10%	i	4%	6%
Cc1ccc(S(=O)(=O)CNC(=S)c2ccc3ccccc3c2)cc1	?	>100µM*	1.9%	5%	12%
O=C(COC(=O)/C=C/c1ccccc1)NCCc1ccc(F)cc1	44%	3%	6.8%	-18%	·
CC(C)=NOc1nc(N(C)C)nc(N(C)C)n1	-5%	6%	0.5%	13%	10%
COC(=O)c1ccc(Cn2cc(C(F)(F)F)ccc2=O)cc1	·	39%	0.6%	11%	3%	inhibitors of VEEV 10K pilot screen=0.2
CCc1ccccc1NC(=O)CNC1CCCCC1	-12%	-6%	i	-21%	10%
COc1ccc(-c2nnc(SCc3cccc(C)c3)n2N)cc1	1%	7%	1.8%	-14%	-9%
Nc1cc(SCc2ccc([N+](=O)[O-])cc2)ncn1	·	·	1.9%	1%	·
COc1cccc(/C=N/NC(=O)C[n+]2ccccc2)c1OC	-10%	-1%	1.0%	1%	6%
CCOC(=O)c1c(C)oc2cc(Sc3ccccc3)c(O)c(O)c12	18%	-1%	0.5%	·	-7%
O=C(O)CS(=O)CC(=O)Nc1cccc(C(F)(F)F)c1 (stereo unspecified)	6%	-4%	i	-6%	-3%
COc1nc(C)ccc1-c1noc(-c2ccncc2)n1	-13%	8%	i	8%	-1%
CC1=NN(c2ccc(C)c(C)c2)C(=O)C1C(c1cccc(O)c1)C1C(=O)N(c2ccc(C)c(C)c2)N=C1C (stereo unspecified)	-4%	3%	0.5%	-7%	-12%
O=C(COC(=O)/C=C/c1ccccc1[N+](=O)[O-])Nc1ccc(OCc2ccccc2)cc1	-5%	7%	2.3%	-4%	-4%
N#CC(CCc1ccccc1[N+](=O)[O-])(CCc1ccccc1[N+](=O)[O-])C(N)=O	·	·	0.9%	-15%	·
COc1ccc(S(=O)(=O)N2CCCCC2)cc1NC(=O)c1cnc(C)cn1	-10%	3%	0.3%	-17%	·
O=C(CN1CCc2ccccc2C1)Nc1ccccc1N1CCCCCC1	48%	-1%	i	-3%	6%
CCc1ccc(NC(=O)CN(CC(=O)Nc2ccc(CC)cc2)CC(C)O)cc1 (stereo unspecified)	5%	?	1.6%	-4%	-10%
CCN(CC)S(=O)(=O)c1ccc(C)c(NC(=O)COC(=O)CNC(=O)c2ccc(C(C)(C)C)cc2)c1	-3%	-4%	0.9%	-3%	-6%
Cc1nn(CCC#N)c(NC(=O)c2ccccc2)c1P(=O)(Nc1ccc(Br)cc1)N1CCOCC1 (stereo unspecified)	9%	-3%	0.3%	4%	9%

Grouped by structure, the entries above containing a furan ring, fused or not (14)
SMILES	M. tuberculosis	H37Rv inhibition	inhibitors of VEEV	H1N1 NS1A inhibition	Salmonella PhoP GFP	others
N#C/C(=C/c1ccc(-c2ccc(S(N)(=O)=O)cc2)o1)c1nc2ccccc2s1	10%	-11%	?	-4%	-18%
CCC(C)c1ccccc1NC(=O)Cc1coc2cc3c(cc12)CCC3 (stereo unspecified)	14%	61%	i	-2%	-3%
O=C(CSc1nnnn1-c1ccc2c(c1)OCCO2)N1CCN(C(=O)c2ccco2)CC1	-4%	-1%	2.1%	-1%	1%
O=C(CSc1n[nH]c(-c2ccccc2Br)n1)NC(=O)NCc1ccco1	20%	2%	5.2%	0%	-8%
Cc1cc(Cl)c2oc(C(=O)N(C)C(C)c3ccccn3)c(C)c2c1 (stereo unspecified)	14%	-10%	6.5%	-9%	-9%
O=c1oc(-c2cc3ccccc3o2)nc2sc3c(c12)CCCC3	57%	50%	i	-4%	1%
COc1ccc(C)cc1NC(=O)C1CC(=O)N(Cc2ccco2)C1 (stereo unspecified)	0%	-7%	2.1%	19%	-4%
O=C(Oc1ccc2ccccc2c1)c1ccco1	71%	?	0.8%	4%	6%
O=C(Nc1nc(-c2ccncc2)cs1)c1ccco1	-10%	1%	4.3%	22%	10%	inhibitors of VEEV 10K pilot screen=6.4
CC(=O)N1N=C(c2ccco2)CC1c1ccco1 (stereo unspecified)	-4%	-5%	i	-17%	1%
CC(=O)c1cc2c(cc1N(C(=O)c1ccco1)C(C(=O)NC1CCCC1)c1ccccc1F)OCO2 (stereo unspecified)	-2%	-3%	0.7%	5%	12%
Cc1c(C(=O)N2CCc3ccccc3C2)oc2ccccc12	38%	-8%	5.0%	-14%	-1%
CN(CC1CCCN(CCc2ccc(Cl)cc2)C1)C(=O)c1ccco1 (stereo unspecified)	26%	10%	i	4%	6%
CCOC(=O)c1c(C)oc2cc(Sc3ccccc3)c(O)c(O)c12	18%	-1%	0.5%	·	-7%
